CendR NRP1 mod – modulators of CendR peptide binding to human neuropilin-1 | FAM-RPARPAR peptide binding to NRP-1, fluorescence polarization | inhibition, % at 25 µM | AID 602438 | 360,000 tested, 0.85% active;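 active means inhibition or corrected inhibition above about 18%, plus a signal ratio from 0.5 to 1.5, limit read from the data, passing the limit was not always enough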; further: strong numbers were not always called active
Target sequence (O14786 whole entry, looked up): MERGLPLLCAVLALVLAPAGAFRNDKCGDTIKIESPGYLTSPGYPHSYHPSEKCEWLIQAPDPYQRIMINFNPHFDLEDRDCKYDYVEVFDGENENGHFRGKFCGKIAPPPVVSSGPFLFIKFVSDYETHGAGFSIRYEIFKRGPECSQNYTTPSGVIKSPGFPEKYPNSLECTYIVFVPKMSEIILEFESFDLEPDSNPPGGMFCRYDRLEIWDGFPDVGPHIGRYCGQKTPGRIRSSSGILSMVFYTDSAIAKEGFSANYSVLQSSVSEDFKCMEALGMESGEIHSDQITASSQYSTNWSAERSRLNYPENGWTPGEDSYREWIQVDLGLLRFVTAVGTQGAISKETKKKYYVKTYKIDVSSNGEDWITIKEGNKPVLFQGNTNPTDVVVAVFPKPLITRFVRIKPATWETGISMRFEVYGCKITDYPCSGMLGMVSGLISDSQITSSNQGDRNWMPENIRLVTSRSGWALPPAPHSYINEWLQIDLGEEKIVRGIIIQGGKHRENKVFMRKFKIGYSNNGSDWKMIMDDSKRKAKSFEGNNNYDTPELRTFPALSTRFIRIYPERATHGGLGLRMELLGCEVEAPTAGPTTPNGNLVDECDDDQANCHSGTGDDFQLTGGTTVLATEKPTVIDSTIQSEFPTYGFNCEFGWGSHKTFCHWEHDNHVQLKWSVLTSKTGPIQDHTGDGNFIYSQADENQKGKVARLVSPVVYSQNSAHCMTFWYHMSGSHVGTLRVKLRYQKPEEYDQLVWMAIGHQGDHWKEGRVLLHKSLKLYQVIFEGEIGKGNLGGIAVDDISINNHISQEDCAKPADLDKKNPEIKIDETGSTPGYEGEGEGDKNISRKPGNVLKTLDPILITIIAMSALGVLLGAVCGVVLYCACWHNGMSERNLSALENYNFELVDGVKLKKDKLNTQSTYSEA
SKN-1 inh – blocks SKN-1 activity in C. elegans | inhibition, % at 21.8 µM | C. elegans VP596 Pgst-4::GFP/RFP ratio, acrylamide-induced, 24 h | 360,000 tested, 0.49% active;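 active means interference check ratio from 0.5 to 1.5 plus GFP to RFP signal ratio inhibition reaching or exceeding a fixed threshold, cut at about 30% in these data, passing the limit was not always enough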; further: some compounds called inactive have numbers as strong as hits
bovine MsrA act – activators of bovine methionine sulfoxide reductase A; purified bovine MsrA, absorbance read-out; activation, % at 10.6 µM; 360,000 tested, 0.3% active; in the data active means activation above about 7.5%;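 further: 0% = vehicle and 100% = reference activator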
eLon inh – inhibitors of E. coli Lon protease | 360,000 tested, 0.42% active | purified E. coli Lon protease, fluorescence polarization | AID 602123 | P0A9M0 | inhibition, % at 7.94 µM; in the data active means inhibition above about 13%, passing the limit was not always enough;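 further: 0% = enzyme with probe and DMSO and 100% = no enzyme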
Rin1-Abl PPI inh – human Rin1-Abl interaction inhibition; P00519+Q13671; TR-FRET Rin1/Abl binding, biochemical; inhibition, % at 7.35 µM; 360,000 tested, 0.4% active; AID 588664; in the data active means inhibition above about 5%, passing the limit was not always enough
MsrA inh – bovine MsrA inhibition; purified bovine MsrA, absorbance read-out; inhibition, % at 15.5 µM; 360,000 tested, 0.75% active; AID 651718; in the data active means inhibition above about 4.5%;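 further: 0% = vehicle wells with enzyme and 100% = reference inhibitor wells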
Neddylation inh – blocks human cullin neddylation. TR-FRET cullin neddylation, biochemical. calls only at 25 µM. 360,000 tested, 0.58% active; in the data active means inhibition above about 36%
FAS TE block – FAS thioesterase (human) inhibition; AID 602261; recombinant FAS-TE, OMFH fluorogenic substrate, fluorescence endpoint; inhibition, % at 15 µM; P49327; 360,000 tested, 0.67% active;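 active means compounds whose normalised, plate-corrected inhibition of enzyme fluorescence in the single-dose primary screen is 50% or more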;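 further: 0% = DMSO with enzyme and 100% = substrate without enzyme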
MT1-MMP act inh – MT1-MMP (human) activation inhibition; P50281; HT1080 RFP-PRO-GFP cells, GFP/RFP ratio fluorescence, overnight; percent of plate control window, DMSO zero; GFP/RFP ratio change, % at 20 µM; 360,000 tested, 0.061% active;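 active means GFP/RFP ratio change of at least 30% with cell ATP level not reduced by more than half and red fluorescence within 50% of control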; further: strong numbers were not always called active
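Assay system – RFP-PRO-GFP reporter HT1080 cells · Compound dosing – single dose of 20 µM compound, 1% DMSO final · Incubation – overnight compound exposure at 37 °C · Measure – GFP/RFP fluorescence ratio · Benchmarks – DMSO wells and RFP-L50D-GFP cells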
Starred values were filed as active, the others as inactive; i = inactive; . = not tested or not shown.

SMILES	CendR NRP1 mod	SKN-1 inh	bovine MsrA act	eLon inh	Rin1-Abl PPI inh	MsrA inh	Neddylation inh	FAS TE block	MT1-MMP act inh
COc1cc(C(=O)Nc2ccccc2C(=O)NCc2cccnc2)cc(OC)c1OC	-4.4	0.9	-0.9	7.3	0.0	1.6	i	-3.5	4.8
CCOC(=O)c1c(C)c(C)n2c1NC(=O)C2	-136.0	46.4*	-3.8	-23.8	-2.9	0.1	i	-29.0	-1.1
O=C(C[C@H]1C=C[C@H](NC(=O)c2ccccn2)[C@@H](CO)O1)NCc1cc(F)cc(F)c1	-1.4	3.7	.	.	.	0.5	i	.	-1.6
C/C(=N\Nc1ccc(S(N)(=O)=O)cc1[N+](=O)[O-])c1cccnc1	-1.2	-5.1	-6.2	-2.2	-6.6	11.2*	i	-5.0	-0.1
COCCCNC(=O)c1ccccc1Sc1ccc(NC(C)=O)nc1	-0.1	9.7	-1.7	1.0	-0.2	-0.9	i	1.2	2.1
O=c1c([N+](=O)[O-])c(O)c2ccccc2n1Cc1ccccc1	1.9	0.6	-0.9	4.6	-1.1	0.7	i	1.1	2.6
CC(=O)c1ccc(OCc2cc(C(=O)N(C)Cc3cc(C)no3)no2)cc1	7.1	9.0	-2.2	-8.6	3.4	-0.9	i	-3.2	-5.7
COc1ccc(C(=O)CSc2ccc(-c3ccco3)nn2)cc1	4.3	-3.1	-2.9	-9.6	-2.6	0.5	i	2.9	7.4
O=C(c1cn(-c2ccccc2)nc1-c1cccc(Br)c1)N1CCOCC1	6.1	8.7	-1.4	3.8	0.4	1.5	i	8.4	-2.4
O=Cc1c[nH]c2cccc(OCc3ccccc3)c12	-9.0	25.6	-2.5	0.5	0.4	-1.0	i	-8.6	2.2
Cn1c(=N)n(CC(O)c2cccs2)c2ccccc21 (centres undefined)	3.9	3.1	0.5	-2.1	-0.6	0.3	i	-4.6	-4.3
COc1ccc(NC(=O)COC(=O)C2COc3ccccc3O2)cc1 (centres undefined)	4.0	5.2	-0.2	4.0	-1.7	1.1	i	-7.0	4.4
CSc1cccc(NC(=S)N(Cc2ccccc2)Cc2cccnc2)c1	-13.8	-11.7	-2.6	4.8	-0.5	2.6	i	16.7	0.9
Cc1cc(C)c2nc(N3C(=O)C(O)=C(C(=O)c4ccco4)C3c3cccc(O)c3)sc2c1 (centres undefined)	-75.2	7.1	-2.3	-6.4	-0.1	0.6	i	10.0	3.8
COc1ccc(S(=O)(=O)NCC(c2ccc3c(c2)OCO3)N2CCN(c3ccccc3)CC2)cc1 (centres undefined)	0.6	3.9	-1.4	11.4	-2.3	0.6	i	40.2	-4.8
CCOC(=O)C1C(=O)CC(C)(O)C(C(=O)OCC)C1c1ccc2c(c1)OCO2 (centres undefined)	7.9	-29.9	-7.2	-2.0	-1.9	0.0	i	-9.5	-3.8
O=C1CC2(CCCC2)Oc2ccc(Cl)cc21	-4.9	-4.3	-3.9	-8.5	1.1	-0.2	i	-1.8	-1.0
COc1cccc(/C=C2/SC(=S)N(CCCC(=O)Nc3ccc(O)cc3)C2=O)c1	6.1	-6.1	-0.9	1.2	-1.0	0.1	i	12.9	0.5
O=C(CSC1CC(=O)N(c2ccc(C(=O)O)cc2)C1=O)Nc1ccc2ccccc2c1 (centres undefined)	5.9	9.2	-1.9	5.0	1.4	0.1	i	-33.3	-2.3
Cc1ccc(C)c(NC(CC(=O)c2ccccc2)C(=O)OCC(=O)c2cccs2)c1 (centres undefined)	1.0	4.1	-4.5	-7.2	-1.5	-0.8	i	27.1	-0.5
O=C(NC1CCCC1)c1ccc(COc2ccccc2Br)o1	8.4	8.1	-7.6	-12.4	-3.7	0.4	i	11.9	3.1
CCC1CCCCN1Cc1c(O)ccc2c(=O)c(-c3ccccc3OC)coc12 (centres undefined)	1.1	17.8	-2.7	6.4	-1.4	1.8	.	-3.5	3.7
CC(C(=O)Nc1ccc2c(c1)OCCO2)N1Cc2ccccc2C1=O (centres undefined)	6.8	5.2	-3.1	1.1	-2.6	-1.0	i	-2.7	0.8
COc1cccc(-c2cc(C(=O)O)[nH]n2)c1	-2.4	-8.1	-0.7	0.4	-0.1	1.1	i	-5.7	4.6
COc1ccccc1-c1cc(C(=O)Nc2c(C)n(C)n(-c3ccccc3)c2=O)no1	-10.0	6.0	-4.1	6.5	0.2	-0.4	i	-3.4	1.5
O=C(C=Cc1cccc(O)c1)c1ccccc1O	-7.2	10.4	-2.9	-5.3	-0.8	1.4	i	1.6	5.7
CC1CC2(C)Oc3ccccc3C3OCC1(CO)C(C)C32 (centres undefined)	-4.5	20.9	-2.7	-2.9	2.3	-0.9	i	-0.7	-0.1
O=S(=O)(c1cccc(-c2n[nH]c(=S)n2-c2ccccc2Cl)c1)N1CCOCC1	9.0	8.9	3.2	5.6	1.8	-0.1	i	-10.6	0.2
Cc1cccc(C2Nc3ccccc3C(=O)N2CCc2ccccc2)n1 (centres undefined)	5.6	-1.8	0.1	16.8	3.1	0.6	.	5.5	-4.7
Cc1cc(/C=C(\C#N)C(=O)Nc2ccc(F)cc2)c(C)n1-c1ccc(N2CCOCC2)c([N+](=O)[O-])c1	-14.2	38.5*	-0.2	10.7	-3.1	-1.1	i	61.7*	3.8
O=C(O)c1ccc(-n2cc(C(=O)c3ccccc3O)cn2)cc1	-3.5	-7.8	-8.2	-2.1	-0.5	1.5	i	-6.7	-3.5
Cn1c(=O)c2[nH]c(N3CCCCC3)nc2n(C)c1=O	4.6	15.5	-4.4	10.6	0.2	1.0	i	-7.6	3.3
COc1cccc(CNC(=O)Cn2nc(C)c3c(C)n(-c4ccc(C)cc4)nc3c2=O)c1OC	5.7	12.9	-3.5	-7.5	3.6	-0.3	i	1.6	4.2
CCc1nc(C)cn1S(=O)(=O)c1cc([N+](=O)[O-])ccc1Cl	-2.6	8.5	-5.4	3.7	0.7	-1.0	i	-0.3	-6.6
CC(=O)N1c2ccc(S(=O)(=O)N3CCC(C(=O)N4CCN(c5ccc(Cl)cc5)CC4)CC3)cc2CC1C (centres undefined)	0.6	-13.4	-3.6	0.1	3.5	-1.4	i	21.2	-7.6
CN(CCOC(=O)c1cccc(F)c1)Cc1ccccc1	-8.0	3.4	-0.5	2.1	0.7	-0.2	i	1.2	-2.3
Cc1ccc(SCC(=O)N2CCN(S(=O)(=O)c3cccs3)CC2)cc1	3.7	2.3	-0.3	-3.3	0.8	0.6	i	2.9	-2.6
Cc1c(NC(=O)OCc2ccccc2)c(=O)n(-c2ccccc2)n1C	-5.7	9.2	0.5	-6.2	0.8	-0.6	i	-3.4	-0.3
CC(Cl)C(=O)Nc1ncc(C(F)(F)F)cc1Cl (centres undefined)	-3.2	1.0	-0.6	4.8	-0.3	-0.4	i	-7.3	-0.6
COc1ccc(C2c3c(ccc4ccccc34)Oc3ncn4nc(-c5ccco5)nc4c32)cc1OC (centres undefined)	-4.7	17.2	-2.3	1.3	-1.0	0.7	.	20.2	-4.6
CC(SC1=NCCN1S(=O)(=O)c1ccccc1)c1ccccc1 (centres undefined)	19.9	-6.4	-2.8	-8.4	4.4	2.8	i	15.9	-2.6
O=C(CS(=O)(=O)Cc1ccccc1)NCc1ccccc1Cl	-10.3	15.1	-7.6	-3.3	0.4	-0.3	i	-3.2	0.7
COCCNC(=O)COc1ccc(Oc2ccccc2)cc1	9.2	-12.4	-3.6	3.0	-1.6	-0.8	i	-7.3	11.2
CCCOc1ccc(C(CC(=O)O)NC(=O)c2cccs2)cc1 (centres undefined)	7.9	-14.1	-13.5	-5.6	0.7	-1.1	i	-5.4	7.4
CCOC(=O)C1C(c2ccc(O)c(OCC)c2)NC(=S)NC1(O)C(F)(F)F (centres undefined)	-4.1	-10.5	-8.5	0.3	0.3	0.2	i	-9.6	-0.1
CCc1nc2c(sc3nc4c(cc32)COC(C)(C)C4)c(=O)n1CCN(CC)CC	-8.6	3.9	-6.6	11.1	-0.4	-0.2	i	-11.7	-3.6
CC(C)Cc1nnc(NC(=O)CCC(=O)N2CCN(c3ccc([N+](=O)[O-])cc3)CC2)s1	7.8	-2.4	-2.6	-5.0	-4.0	1.0	i	10.1	-0.9
NN=C(NN=Cc1ccccc1)c1ccccc1	3.9	25.1	-1.1	-12.9	-1.5	-0.8	i	3.5	-1.0
CC1Cc2ccccc2N1C(=O)CSc1ccccn1 (centres undefined)	-5.3	20.4	-3.9	-10.1	0.1	0.7	i	-3.8	2.1
O=C(COC(=O)c1cc(Cl)ccc1[N+](=O)[O-])NC1CC1	10.5	-6.4	-4.6	-3.4	-0.5	-0.4	i	-2.0	1.2
The listing continues:
SMILES	CendR NRP1 mod	SKN-1 inh	bovine MsrA act	eLon inh	Rin1-Abl PPI inh	MsrA inh	Neddylation inh	FAS TE block	MT1-MMP act inh
CCCc1ccc(C(O)c2ncc(-c3cccc(C)c3)[nH]2)cc1 (centres undefined)	-5.9	11.7	-1.5	-8.3	1.2	-0.5	i	4.7	4.4
CCc1nc2c(OCCOc3ccc(F)cc3)cccn2c1N(C)C(=O)CC(C)C	4.7	-2.3	-1.3	5.0	-0.4	0.2	i	-7.0	-3.7
O=C(CC(c1ccccc1)(c1ccccc1)c1ccccc1)N[C@@H](Cc1ccc(O)cc1)C(=O)O	12.6	0.1	-6.3	-2.1	5.3	-0.6	i	-6.6	-1.1
COc1ccc2nc(NC(=O)C3CCN(C(=O)c4ccc(F)cc4)CC3)sc2c1	1.5	3.8	-4.8	-7.8	2.6	0.3	i	0.6	1.6
Cc1ccc(C(=O)OCC(=O)NCCc2ccc(F)cc2)cc1S(=O)(=O)N1CCOCC1	-1.3	1.4	-4.8	-3.1	2.4	-0.2	i	4.0	-3.4
COc1ccc(C)cc1NC(=O)C(NCC1CCCO1)c1ccccc1 (centres undefined)	-0.7	-15.1	-8.4	5.9	-2.5	-1.3	i	-6.8	7.3
Oc1ccc(C23CCCC2C2(CCCC2)c2ccc(O)cc2O3)c(O)c1 (centres undefined)	10.1	-0.7	-0.5	-2.5	-2.1	0.0	i	29.2	2.3
O=[N+]([O-])c1ccc(-c2nn(-c3ccccc3)cc2/C=N/n2c(-c3cccs3)n[nH]c2=S)cc1	5.3	-10.8	-12.2	-0.1	1.5	-0.8	i	0.8	0.1
Cn1c(=O)c2ncn(CC(=O)NC3CCCCCC3)c2n(C)c1=O	8.9	4.2	-1.7	-6.6	-0.3	1.5	i	-11.4	7.8
O=C(COc1ccccc1)Nc1ccc(Cl)c(-c2nc3ncccc3o2)c1	-3.2	-17.8	-9.4	-10.9	-0.8	-1.1	i	-6.9	-8.9
O=C(COC(=O)/C=C/c1ccco1)NCc1ccc(Cl)cc1Cl	-29.8	9.4	-3.0	-3.9	-0.6	1.0	i	7.5	1.8
O=C(c1ccc(F)cc1F)N1CCCc2ccccc21	-6.8	2.2	-11.0	-8.1	-1.6	0.6	i	-5.1	.
O=C(Cc1ccccc1)Nc1ccccc1N1CCN(c2ccccc2)CC1	-5.9	12.4	-0.3	3.6	0.5	-0.2	i	31.6	-8.8

One compound at a time, as listed above. Screens in order: CendR NRP1 mod | SKN-1 inh | bovine MsrA act | eLon inh | Rin1-Abl PPI inh | MsrA inh | Neddylation inh | FAS TE block | MT1-MMP act inh
`Cn1c(=O)c2ncn(CC(=O)NC3CCCCCC3)c2n(C)c1=O` reads 8.9 | 4.2 | -1.7 | -6.6 | -0.3 | 1.5 | i | -11.4 | 7.8
`O=[N+]([O-])c1ccc(-c2nn(-c3ccccc3)cc2/C=N/n2c(-c3cccs3)n[nH]c2=S)cc1` reads 5.3 | -10.8 | -12.2 | -0.1 | 1.5 | -0.8 | i | 0.8 | 0.1
`CCc1nc2c(OCCOc3ccc(F)cc3)cccn2c1N(C)C(=O)CC(C)C` reads 4.7 | -2.3 | -1.3 | 5.0 | -0.4 | 0.2 | i | -7.0 | -3.7
`O=C(CC(c1ccccc1)(c1ccccc1)c1ccccc1)N[C@@H](Cc1ccc(O)cc1)C(=O)O` reads 12.6 | 0.1 | -6.3 | -2.1 | 5.3 | -0.6 | i | -6.6 | -1.1
